Compound activity as filed in PubChem.
MT stabilizer = stabilizes microtubules in HeLa cells | HeLa tubulin immunostaining HCS, 24 h; share of cells brighter than vehicle mean+2SD | % tubulin-high responders, % at 10 µM | hit rate 0.83% among 200,000;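 active = plate Z-score above 3 for both tubulin-high and condensed-nucleus cell shares, with cell loss under 80%, at 10 µM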;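 also: anti alpha tubulin signal scored within the nucleus-defined area of each cell; some results filed as inactive read as strong as hits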
Autophagy mod = modulators of autophagy; MEF GFP-LC3 puncta imaging; test concentration mostly 10 µM; calls only at 10 µM (by protocol); hit rate 0.98% among 190,000;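 active = percentage of spot-positive cells more than 3 SD above its plate mean, without a fluorescence outlier flag or 80% toxicity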;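 also: spot-positive cell cutoff set from DMSO-treated cells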
Yfh1-off respiration = mitochondrial function rescue without frataxin homolog – Friedreich's ataxia, plus single-dose screen, dose response (AID 1465). S. cerevisiae Yfh1-off respiration, WST-1 reduction, 72 h; higher fold induction means a stronger effect. fold induction at 50 µM, or EC50 in µM where a hit was titrated. hit rate 0.074% among 220,000;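 active = fold induction of absorbance versus untreated yeast above a set limit, then at least 30% activation at any dose in follow-up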;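 also: activators that raise dye reduction in frataxin-depleted yeast; strong numbers were not always called active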
human PMI inhibition = inhibitors of human PMI, primary screen, biochemical, fluorescence intensity, coupled assay (AID 1209) | purified PMI enzyme, coupled fluorescence intensity; higher % means a stronger effect | inhibition, % at 20 µM, or IC50 in µM where a hit was titrated | hit rate 0.42% among 190,000;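 also: plate controls were DMSO vehicle for no effect and wells lacking substrate for full effect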
Insulin prom up = MIN6 insulin promoter up-regulation; z-score at 5 µM; hit rate 0.3% among 190,000; AID 1625; MIN6 insulin promoter-GFP reporter, high-content imaging; hits give high values;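 active = z-score above 3 at 5 µM with at least 500 cells counted in the well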
bCat nuc transl = modulators of beta-catenin nuclear translocation. HeLa beta-catenin nuclear translocation, immunofluorescence imaging. hit rate 0.3% among 190,000. nuclear translocation activity, % at 5 µM;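 active = nuclear translocation activity above 50% at 5 µM, with a well cell count of 50 or more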;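 also: per-cell ratio of nuclear to cytoplasmic median beta-catenin stain intensity; plate controls were DMSO negative control for no effect and GSK-3 inhibitor IX positive control for full effect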
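Read-out: Nuclear/cytoplasmic beta-catenin signal ratio, % activation | Assay system: Human HeLa cell line | Times: 24 h compound exposure at 37°C, 5% CO2 | Signal: Fluorescence imaging of beta-catenin antibody stain plus DAPI | Dosing: 5 µM primary, 0.02–20 µM confirmation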
human PMI inhibitors = MPI inhibition at elevated mannose 6-phosphate – biochemical, fluorescence intensity, high mannose 6-phosphate, primary screen (AID 1220); recombinant PMI enzyme, coupled fluorescence intensity; higher % means a stronger effect; inhibition, % at 20 µM, or IC50 in µM where a hit was titrated; hit rate 0.66% among 190,000
Dynein transport = blocks dynein driven cargo transport along microtubules; hit rate 0.47% among 220,000; z-score, hits read low; 3617.4 mouse cells, GR-EGFP nuclear translocation imaging; test concentration mostly 20 µM; stimulated with dexamethasone, 1 µM; hits give low values;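 active = plate z-score of nuclear minus cytoplasmic receptor signal below a set negative limit, without overly bright fluorescence or cell loss, cut at about -3.5 in these data, passing the limit was not always enough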;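 also: z-score of nuclear minus cytoplasmic ring GR-EGFP intensity difference per well; some compounds called inactive have numbers as strong as hits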
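Buffer or medium: Induction medium lacking tetracycline, stripped serum | Also added: Dexamethasone agonist, 1.0 µM final, for 30 min | Timing: 48 h induction, 1 h compound, 30 min dex at 37 °C | Detection: Formaldehyde fixation, Hoechst nuclear stain, 10x automated fluorescence imaging | Measure: Nuclear versus cytoplasmic GR-EGFP signal, averaged per well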
WT yeast gro inh = growth inhibition of WT yeast, mitochondrial fusion screen | hit rate 2.1% among 190,000 | AID 1362 | mitochondrial fusion phenotypic screen, WT strain | inhibition, % at 10 µM; in the data active = inhibition above about 58%; tested in S. cerevisiae
WT yeast gro inh mutant strain = second read-out of WT yeast gro inh, no call of its own (marks repeat the call); inhibition, %; mitochondrial fusion phenotypic screen, mutant strain inhibition
Dynein transport cytoplasmic EGFP = further read-out of Dynein transport, marked with its call; z-score; measured here: cytoplasmic GR-EGFP intensity; hits give high values
Dynein transport nuclear GR-EGFP = further read-out of Dynein transport, marked with its call; z-score; measured here: nuclear GR-EGFP intensity;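 lower value marks the stronger effect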
Dynein transport cell count = also measured in Dynein transport; calls as there; z-score; measured here: cell count per field
Insulin prom up cell count = further read-out of Insulin prom up, marked with its call; cell count; measured here: cytotoxicity, nuclei count;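 total cells summed across four imaged fields per well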
bCat nuc transl cell count 5 µM = recorded beside bCat nuc transl, whose call it bears; cell count; measured here: cell count, cytotoxicity flag
MT stabilizer Hoechst-high % = second read-out of MT stabilizer, no call of its own (marks repeat the call); % Hoechst-high responders; measured here: nuclear condensation Hoechst responders;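 share of cells brighter than vehicle mean plus two SD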
MT stabilizer cytotoxicity % = also measured in MT stabilizer; calls as there; toxicity, %; measured here: cytotoxicity by cell density;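 0% = mean cell density of plate MIN control wells and 100% = no cells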
Autophagy mod cell loss 18 h = further read-out of Autophagy mod, marked with its call; toxicity, %; measured here: cell loss, nuclei count;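 cell loss after 18 h compound exposure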
* marks the source's active call; other numbers are inactive results; i = inactive; nt = not tested or not shown. Rule as the data show it, unless noted: active = inhibition above about 50%; inactive = the rest.

SMILES	MT stabilizer	MT stabilizer Hoechst-high %	MT stabilizer cytotoxicity %	Autophagy mod	Autophagy mod cell loss 18 h	Yfh1-off respiration	human PMI inhibition	Insulin prom up	Insulin prom up cell count	bCat nuc transl	bCat nuc transl cell count 5 µM	human PMI inhibitors	Dynein transport	Dynein transport cytoplasmic EGFP	Dynein transport nuclear GR-EGFP	Dynein transport cell count	WT yeast gro inh	WT yeast gro inh mutant strain
CN(CCOc1ccccc1)CC(=O)Nc1ccc([N+](=O)[O-])cc1Cl	1.7	2.0	4.2	i	-0.6	i	-0.7%	-0.54	1258	-1.8	1068	1.1%	-0.347	-0.257	-0.413	0.812	33.5	20.6
COc1ccc2nc(SCCOC(=O)Nc3ccc(Cl)cc3)nc(C)c2c1	2.0	2.7	12.1	i	7.5	i	18.4%	1.39	1309	0.0	1017	8.0%	-0.207	-0.0973	0.0521	-0.371	46.7	-10.9
O=C(O)c1ccccc1NSc1ccccc1[N+](=O)[O-]	1.5	1.9	0.3	i	-3.1	i	-12.8%	nt	nt	1.2	1047	0.9%	1.11	-0.178	0.606	-0.97	6.5	-7.3
N/C(=N\OC(=O)c1ccco1)c1ccccc1	3.3	1.9	5.4	i	3.5	i	5.8%	nt	nt	-3.0	531	1.9%	-0.195	-0.288	-0.407	0.965	9.2	8.8
Nc1c(C(=O)OCC(=O)Nc2ccc(Cl)cc2[N+](=O)[O-])[nH]c(=O)[nH]c1=O	nt	nt	nt	nt	nt	i	nt	-0.95	1110	0.6	1240	nt	-0.869	-0.189	0.263	0.362	nt	nt
CCCS(=O)(=O)N1CCN(CC2CC3C=CC2C3)CC1 (stereo unspecified)	1.6	2.0	7.1	i	44.3	i	10.9%	0.41	1497	-4.0	913	7.2%	-0.346	-0.202	-0.164	0.527	0.9	-0.7
O=C(NNc1cccc(Cl)n1)c1ccccc1CC[N+](=O)[O-]	3.3	2.2	8.3	i	-0.7	i	-3.8%	-0.65	1269	1.5	1122	6.8%	-0.719	-0.237	-0.401	1.35	-5.0	-1.9
Cc1ccc2cc3cc(C(=O)N4CCN(C(=O)c5ccco5)CC4)sc3nc2c1	4.2	3.3	9.8	i	-18.6	i	9.2%	-0.07	1882	-0.7	1031	13.4%	0.2	-0.121	0.301	0.0339	-10.5	2.2
Cc1ccc(S(=O)(=O)NCCSc2nnc(N)s2)cc1	2.3	1.6	2.6	i	-9.2	i	-4.1%	0.75	1261	0.4	958	-14.4%	-0.262	-0.231	-0.498	-0.0921	-6.9	5.1
COc1ccc(S(=O)(=O)C(C#N)c2nc3ccccc3nc2N2CCCCC2)cc1 (stereo unspecified)	2.1	5.2	5.5	i	-1.3	i	-11.8%	-1.1	1131	-1.0	809	-13.7%	0.614	-0.0766	0.368	0.882	21.2	4.5
CC(=O)C1C(=O)C=C(c2cccs2)CC1c1ccccc1 (stereo unspecified)	1.9	3.2	4.0	i	19.4	i	-11.1%	0.22	1204	-1.1	1076	-21.5%	-0.184	-0.292	0.271	0.149	-24.5	15.0
CCSc1oc(-c2cccs2)nc1S(=O)(=O)c1ccccc1	3.3	2.0	5.0	i	-5.1	i	-65.9%	-0.98	1034	-0.2	959	-103.7%	0.0814	-0.223	0.24	0.803	3.6	-14.0
CC(O)C(NS(=O)(=O)c1ccc(Cl)cc1)C(=O)OCC(=O)c1c[nH]c2ccccc12 (stereo unspecified)	4.5	1.3	10.8	i	-28.1	i	8.2%	0.14	1355	0.7	1479	6.4%	0.232	-0.192	0.365	0.175	9.5	4.9
COc1ccc(C(C)=O)cc1COc1ccc([N+](=O)[O-])c(C)c1	4.5	3.2	3.2	i	13.9	i	9.3%	-1.07	1498	14.6	871	3.8%	-0.399	-0.319	0.0864	0.822	-8.2	-4.0
CC(Oc1ccc(Cl)cc1Cl)c1nc(-c2ccc(NC(=O)c3ccncc3)cc2)no1 (stereo unspecified)	1.8	1.5	8.0	i	4.5	i	7.2%	-0.84	612	0.3	1018	8.8%	-1.01	-0.205	0.304	1.1	20.3	-7.7

Next section, overlapping the part above by four compounds.
SMILES	MT stabilizer	MT stabilizer Hoechst-high %	MT stabilizer cytotoxicity %	Autophagy mod	Autophagy mod cell loss 18 h	Yfh1-off respiration	human PMI inhibition	Insulin prom up	Insulin prom up cell count	bCat nuc transl	bCat nuc transl cell count 5 µM	human PMI inhibitors	Dynein transport	Dynein transport cytoplasmic EGFP	Dynein transport nuclear GR-EGFP	Dynein transport cell count	WT yeast gro inh	WT yeast gro inh mutant strain
CCSc1oc(-c2cccs2)nc1S(=O)(=O)c1ccccc1	3.3	2.0	5.0	i	-5.1	i	-65.9%	-0.98	1034	-0.2	959	-103.7%	0.0814	-0.223	0.24	0.803	3.6	-14.0
CC(O)C(NS(=O)(=O)c1ccc(Cl)cc1)C(=O)OCC(=O)c1c[nH]c2ccccc12 (stereo unspecified)	4.5	1.3	10.8	i	-28.1	i	8.2%	0.14	1355	0.7	1479	6.4%	0.232	-0.192	0.365	0.175	9.5	4.9
COc1ccc(C(C)=O)cc1COc1ccc([N+](=O)[O-])c(C)c1	4.5	3.2	3.2	i	13.9	i	9.3%	-1.07	1498	14.6	871	3.8%	-0.399	-0.319	0.0864	0.822	-8.2	-4.0
CC(Oc1ccc(Cl)cc1Cl)c1nc(-c2ccc(NC(=O)c3ccncc3)cc2)no1 (stereo unspecified)	1.8	1.5	8.0	i	4.5	i	7.2%	-0.84	612	0.3	1018	8.8%	-1.01	-0.205	0.304	1.1	20.3	-7.7
COc1cc2c(cc1OC)C(C(=O)Nc1ccc3c(c1)OCCO3)C(c1cccnc1)N(C)C2=O (stereo unspecified)	3.7	2.0	1.8	i	2.0	nt	3.9%	-1.28	1660	-2.0	1347	7.2%	0.485	-0.319	0.0343	0.3	-0.6	-5.0
CCc1cc2c(NCCC(=O)O)nc(C)nc2s1	1.8	1.6	3.3	i	6.8	i	7.5%	0.46	1211	nt	nt	6.5%	-0.0325	-0.282	0.168	-0.235	4.5	5.9
CC(C)CC1(C)NC(=O)N(CC(=O)NC(=O)Nc2ccc3c(c2)OCCO3)C1=O (stereo unspecified)	2.8	2.1	8.6	i	9.7	i	1.7%	1.16	1019	-3.2	1115	7.0%	0.776	-0.36	0.175	0.401	-2.5	2.6
COc1ccc(N2C(=O)CC(N3CCCC4CCCCC43)C2=O)cc1 (stereo unspecified)	1.3	1.7	7.2	i	0.3	i	-0.7%	-0.06	1147	-0.8	1104	-7.3%	0.59	-0.252	0.542	0.385	-2.4	1.9
FC(F)(F)c1nnc(Nc2ccc(Cl)cc2)s1	nt	nt	nt	nt	nt	i	nt	-0.9	999	0.9	1298	nt	1.28	-0.242	0.951	-0.706	nt	nt
O=C(CN1CCN(Cc2ccccc2Cl)CC1)N/N=C/C=C\c1ccccc1[N+](=O)[O-]	2.1	2.5	7.1	i	6.2	i	8.0%	-0.83	1433	0.8	1138	0.3%	-0.424	0.5	-0.38	0.389	12.3	1.8
COc1ccc(Cl)cc1NC(=S)NN1CCOCC1	1.8	2.0	0.8	i	-24.7	i	-6.5%	-0.26	1651	2.0	945	-4.7%	-0.556	-0.174	-0.165	0.736	9.7	11.3
CC1CC(CC(=O)Nc2nc(-c3ccccc3)cs2)C(=O)O1 (stereo unspecified)	7.9	1.3	1.2	i	0.9	i	-12.1%	0.47	1454	-7.3	1091	-8.0%	0.195	-0.395	0.0257	-0.0588	-9.6	-11.8
CCc1ccc(C2=NNC(=Nc3cccc(S(=O)(=O)N(C)C)c3)SC2)cc1	4.7	3.8	5.9	i	-5.4	i	16.3%	0.19	1181	-0.8	924	1.9%	1.05	-0.222	0.736	-1.13	34.8	17.9
Cc1cc(C)c2ccc(C)[n+]([O-])c2c1O	2.0	1.3	5.7	i	5.6	i	3.8%	0.74	1760	-1.6	1010	-26.8%	-0.396	-0.252	-0.433	-0.471	-8.8	-4.6
Cc1cc(C(=O)O)cc(Br)c1N	4.4	3.7	9.4	i	-10.6	i	-0.4%	0.5	1580	-4.7	1006	0.9%	0.105	-0.315	0.327	-0.455	-13.1	-0.6
O=C(O)Cn1nnn(-c2ccccc2)c1=S	4.8	1.1	1.6	i	2.8	i	3.7%	0.06	1731	-1.9	1079	-1.1%	2.27	-0.217	1.19	-0.63	-10.1	4.4
COc1ccc(-c2nnc(CSc3nc4ccccc4c(=O)n3CC3CCCO3)o2)cc1OC (stereo unspecified)	nt	nt	nt	nt	nt	i	nt	0.19	1149	0.1	1323	nt	0.302	-0.203	0.599	-0.984	nt	nt
COc1ccc(C(=O)NCc2nnc(SCC(=O)N3CCOCC3)o2)cc1OC	2.5	3.2	2.3	i	3.9	i	-27.5%	0.1	1138	0.6	1121	-20.9%	-0.496	-0.292	-0.313	0.903	-13.4	20.5
O=C(OC1CCN(c2ncc(C(F)(F)F)cc2Cl)CC1)c1cccc(C(F)(F)F)c1	1.3	2.1	4.7	i	-4.8	i	11.9%	2.22	1524	-3.4	1427	11.8%	0.477	-0.225	0.005	-0.00976	7.9	-0.2
CCn1c(NC(=O)C(C)C)c(-c2ccccc2)c(=O)c2ccccc21	nt	nt	nt	nt	nt	i	nt	-0.11	1466	-0.8	1129	nt	0.79	-0.174	0.361	-0.472	nt	nt
CC(Sc1nncs1)C(=O)NCc1ccc2c(c1)OCO2 (stereo unspecified)	1.6	1.7	5.2	i	8.3	i	-4.1%	0.59	1173	-1.2	948	2.8%	-0.149	-0.21	-0.0856	0.609	-4.4	4.9
